# Screening results as filed in PubChem BioAssay.
# CFTR F508del cor: correctors of CFTR F508del function in bronchial epithelial cells; CFBE cells, YFP halide quenching; stimulated with forskolin plus potentiator P3; % fluorescence drop versus neutral controls; activity (quench increase), % at 7.58 µM; 350,000 tested, 0.36% active; AID 720511;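 active = mean added fluorescence quench of at least 8% versus neutral control, with both replicates also reaching 8%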;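 also: cells transiently co-express mutant CFTR-F508del with the halide-sensitive YFP; corrector assay measuring rescue of mutant channel to the surface after 24 h compound exposure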
# GSIS activator: primary screen for activators of insulin secretion dependent on glucose, INS-1E cells, GLuc reporter luminescence; INS-1E GLuc reporter insulin secretion, 2-3 h; activation, % at 16.6 µM; 370,000 tested, 0.61% active; AID 743287;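 active = lowest replicate activation of at least 40%, so every replicate reaches that level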;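 also: 0% = median of neutral control wells and 100% = median of IBMX positive control wells; some compounds called inactive have numbers as strong as hits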
# esBAF inh: SWI/SNF esBAF complex inhibition; mouse ES cells, Bmi1-luciferase knock-in reporter, 24 h; 100% = twice the neutral-well signal; reporter increase, % at 12.5 µM; 350,000 tested, 2% active; in the data active = activation above about 40%;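 also: 0% = median of the plate's neutral control wells and 100% = double that signal; a rise in the Bmi1 reporter signal indicates esBAF inhibition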
# RAD52 anneal inh: blocks human RAD52 DNA annealing | P43351 | recombinant RAD52 DNA annealing, FRET fluorescence | inhibition, % at 18.7 µM | 360,000 tested, 0.46% active;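 active = every replicate showing at least 50% inhibition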
# RAD54 branch: RAD54 (human) branch migration inhibition. AID 602329. RAD54 Holliday junction branch migration, FAM/BHQ fluorescence. 360,000 tested, 0.14% active. inhibition, % at 10.4 µM. Q92698;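 active = mean normalized replicate activity at least 40 and at least half of replicates scoring 40 or more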;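 also: 0% = median of neutral control wells and 100% = median of positive control wells; inhibitors cause a drop in the FAM fluorescence signal; in these data hits start at about 50%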
# Target sequence (Q92698 whole entry, looked up): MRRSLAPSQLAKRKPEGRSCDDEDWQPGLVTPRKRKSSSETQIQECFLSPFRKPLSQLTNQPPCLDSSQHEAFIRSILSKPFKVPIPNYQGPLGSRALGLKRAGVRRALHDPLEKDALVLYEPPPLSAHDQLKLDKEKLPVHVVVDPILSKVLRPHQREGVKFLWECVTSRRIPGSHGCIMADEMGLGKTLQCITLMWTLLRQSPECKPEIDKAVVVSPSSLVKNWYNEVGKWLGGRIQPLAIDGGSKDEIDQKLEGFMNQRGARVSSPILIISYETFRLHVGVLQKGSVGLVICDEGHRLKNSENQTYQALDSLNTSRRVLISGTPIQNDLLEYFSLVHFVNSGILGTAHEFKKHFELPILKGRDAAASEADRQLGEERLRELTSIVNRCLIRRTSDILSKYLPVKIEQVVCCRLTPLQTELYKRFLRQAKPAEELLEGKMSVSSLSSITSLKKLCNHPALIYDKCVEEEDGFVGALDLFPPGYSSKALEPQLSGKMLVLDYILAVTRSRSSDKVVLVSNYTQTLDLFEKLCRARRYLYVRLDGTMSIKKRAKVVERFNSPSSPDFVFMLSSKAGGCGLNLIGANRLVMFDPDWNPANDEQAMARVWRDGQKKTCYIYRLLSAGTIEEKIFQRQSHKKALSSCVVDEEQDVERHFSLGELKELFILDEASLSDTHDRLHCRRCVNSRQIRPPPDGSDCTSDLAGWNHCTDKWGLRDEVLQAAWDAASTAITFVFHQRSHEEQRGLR
# XiGFP reactiv: X-chromosome reactivation activator. 360,000 tested, 0.055% active. XiGFP mouse fibroblasts, % GFP-positive cells imaging, 3 d; cells co-treated with 5-aza-dC sensitizer; scaled so ellipticine positive control = 100%. activation, % at 7.58 µM;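 active = mean normalized replicate activation at least 10% and every replicate at or above 10%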;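 also: 0% = median of on-plate neutral control wells and 100% = ellipticine 6 µM median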
#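 Assay system: SV40-immortalized XiGFP fibroblast cells, line 68-5-11; buffer or medium: DMEM plus 5-aza-dC sensitizer; compound: one concentration, pinned; timing: compounds 3 days, fix/stain 15 min at room temperature; benchmarks: positive control ellipticine, 6 µM final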
# ERAP1 HTS inh: inhibitors of human ERAP1 aminopeptidase. Q9NZ08. recombinant ERAP1, Leu-AMC fluorescence, 60 min. inhibition, % at 10.7 µM. 340,000 tested, 0.15% active. AID 652197;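 active = mean replicate inhibition of at least 30%, or all replicates individually reaching that 30% level; inactive = mean below 30% and not every replicate reaching it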;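 also: 0% = neutral control wells and 100% = L-leucinethiol positive control wells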
# ARNT TACC3 PPI: ARNT/TACC3 interaction disruption. Q9Y6A5. AlphaScreen His-ARNT PAS-B/GST-TACC3 binding, luminescence; TACC3 fragment carries E629A point mutation. inhibition, % at 9.99 µM. 390,000 tested, 0.66% active;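 active = mean inhibition of replicates at least 50% and at least half of replicates each reaching 50%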;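 also: 0% = complete ARNT plus TACC3 wells and 100% = ARNT alone without TACC3; many hits fall short of the cut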
# Starred values were filed as active, the others as inactive; . = not tested or not shown.
canonical_smiles	CFTR F508del cor	RAD54 branch	esBAF inh	XiGFP reactiv	ERAP1 HTS inh	RAD52 anneal inh	ARNT TACC3 PPI	GSIS activator
CCCCn1c2nc3ccccc3nc2c2c(=O)n(CC(C)C)cnc21	-0.7	-11.7	1.5	-0.2	-2.4	-8.9	-3.1	6.7
O=C(CSc1ncnc2ccccc12)Nc1ccc2c(c1)OCO2	-0.7	-16.1	2.4	0.0	0.8	-17.4	-2.7	-13.0
CCCCc1ccc(NC(=S)Nc2cccnc2)cc1	.	.	.	1.1	0.4	-15.7	-13.3	.
CSC1=NC(C)(C)C=C(/C=C/c2c(Cl)cccc2Cl)N1	-1.1	.	.	0.0	0.6	-4.9	5.3	-27.5
Cc1onc(NC(=O)NC(=O)c2c(F)cccc2Cl)c1Br	-2.0	-10.7	-8.4	0.5	-1.0	-11.5	-8.6	4.5
OC[C@@H](O)[C@@H](O[C@@H]1O[C@H](CO)[C@H](O)[C@H](O)[C@H]1O)[C@H](O)[C@@H](O)CO	-4.6	2.2	-0.2	0.2	-2.8	-2.6	-7.6	9.3
CCCCn1c(N)c(N(CCOC)C(=O)CSc2nnc(-c3ccc(C(C)(C)C)cc3)n2N)c(=O)[nH]c1=O	-0.2	.	.	0.2	-6.5	-2.1	-5.0	15.5
Cc1ccc(C)c(/C=C/C(=O)c2ccccc(=O)c2O)c1	0.1	4.1	.	1.5	.	.	4.0	-18.4
COCCn1nnnc1C(c1cccc(OC)c1OC)N1CCN(C2CCCCC2)CC1 (stereo unspecified)	.	-3.2	-4.3	.	.	.	-0.5	12.3
COC12CC(=O)C(C(C)=O)=C(O)C1(C)c1c(O)c(C)c(O)c(C(C)=O)c1O2 (stereo unspecified)	-1.5	-0.4	1.7	.	0.8	-130.3	.	.
CCOCCCNC(=O)C(c1ccc(Cl)cc1)N(Cc1cccs1)C(=O)CNC(C)=O (stereo unspecified)	.	6.0	-1.6	0.3	.	.	-1.8	9.1
Cc1cc(C)c2nc(NNC(=O)c3cc(=O)c4ccccc4o3)sc2c1	4.5	3.3	22.4	0.1	.	-107.3	24.9	18.9
COc1ccc(CCNC(=O)c2ccc(NS(=O)(=O)c3ccc4[nH]c(=O)[nH]c4c3)cc2)cc1OC	-0.1	-6.0	.	0.0	-5.0	-8.8	-1.9	7.7
CNS(=O)(=O)c1ccc(CCC(=O)N2CCN(c3ccccc3OC)CC2)cc1	-2.4	1.9	-4.5	0.0	-0.7	2.4	-5.8	-1.7
CN(C1CCCCC1)S(=O)(=O)c1cccc(C#N)c1	0.2	.	0.7	0.0	-1.6	-6.4	-2.3	16.8
COc1ccc(S(=O)(=O)N(C)C[C@H]2OCCCC[C@H](C)Oc3ccc(NS(=O)(=O)c4ccc(F)cc4)cc3C(=O)N([C@@H](C)CO)C[C@H]2C)cc1	1.7	0.9	-4.1	0.1	0.6	17.1	1.5	-6.1
Cc1cccc(S(=O)(=O)N2CCCCN3[C@H](C2)[C@H](c2ccc(C#C[C@H](C)O)cc2)[C@@H]3CO)c1	2.4	0.1	11.4	0.1	0.2	-8.8	1.6	-2.3
COC(=O)/C=C1\OCc2ccc(C)cc21	0.7	.	.	-0.1	-5.9	8.5	.	9.9
O=C(c1ccc(F)cc1)c1ccc(CN2C(=O)c3ccccc3C2=O)o1	.	.	.	0.3	-0.8	-9.1	.	4.5
CC(NC(=O)Cc1ccc(S(=O)(=O)N2CCCCC2)cc1)c1ccccc1 (stereo unspecified)	0.7	-11.1	7.9	-0.3	3.4	-33.6	-2.3	.
Cc1ccc(S(=O)(=O)Nc2cccc3c2O[C@@H](CN(C)Cc2ccc(Cl)c(Cl)c2)[C@H](C)CN([C@H](C)CO)C3=O)cc1	-1.1	8.5	-15.7	-0.4	-0.7	8.1	-2.7	-19.0
O=Cc1ccc(NC(=O)CCCCCCC(=O)NOCc2ccccc2)cc1	-0.9	-8.6	.	.	2.9	3.2	-3.4	.
CC(/C=N\N1CCN(Cc2ccc(C)cc2)CC1)=C\c1ccccc1	-1.7	.	.	0.1	-1.6	-4.5	4.2	10.0
Cc1ccc(S(=O)(=O)N(C)C[C@@H]2Oc3ccc(NC(=O)Nc4ccccc4)cc3CC(=O)N([C@@H](C)CO)C[C@@H]2C)cc1	0.6	21.9	6.4	0.1	-1.4	8.4	5.3	-11.8
Cc1ccc(NC(=O)C2CCN(C(=O)c3ccc(Cl)cc3)CC2)nc1	-1.9	-14.7	-1.8	0.2	5.4	-6.9	-10.4	9.7
C[C@@H]1CN([C@H](C)CO)C(=O)c2cccc(NS(=O)(=O)c3ccccc3)c2O[C@H]1CN(C)S(=O)(=O)c1cccs1	0.5	.	1.0	-0.4	-1.4	10.5	.	21.6
C[C@@H]1CCCCO[C@@H](CN(C)CC2CCCCC2)[C@H](C)CN([C@@H](C)CO)C(=O)c2cc(NC(=O)Cc3ccccc3)ccc2O1	-2.2	-5.5	3.4	0.1	2.5	-8.1	-11.9	2.1
COc1ccc(C[C@H]2CCc3cnnn3COC[C@H](c3ccccc3)NC2=O)cc1	.	.	.	-0.1	1.6	4.7	.	-1.7
CCOC(=O)CN(c1cccc(C(C)=O)c1)S(C)(=O)=O	-1.5	.	.	.	0.0	-14.7	-2.3	11.7
O=C(c1cccnc1)C1Cc2ccccc2C1=O (stereo unspecified)	-0.3	-19.4	7.1	0.0	7.9	-33.3	2.3	12.6
CC(=O)Nc1cccc(-c2ccnc3c2CC(C)(C(=O)Nc2ccc(F)c(Cl)c2)O3)c1 (stereo unspecified)	3.1	2.6	12.8	0.0	-0.4	-12.0	.	-16.0
Cc1ccc(NC(=O)CN2C(=O)NC(C)(c3ccc4c(c3)OCO4)C2=O)cc1 (stereo unspecified)	2.0	7.2	-2.1	0.0	0.6	-15.3	-0.4	-33.1
O=C(c1ccco1)N1CCN(C(=O)C2CCN(S(=O)(=O)Cc3ccccc3)CC2)CC1	.	-8.1	-5.0	.	.	.	-13.3	-2.8
N#C[C@H]1[C@@H](c2ccc(-c3cccc(F)c3)cc2)[C@@H](CO)N1c1nc(-c2ccccc2)cs1	-0.8	-14.4	3.8	-0.1	-1.0	-5.2	-1.7	0.0
COc1cc(C(=O)NNC(=O)COc2ccc(Cl)cc2)ccc1OCC(=O)N1CCOCC1	0.4	4.9	0.6	0.2	0.3	-12.3	.	-4.5
Cc1ccc(Nc2cc(C)nc(NCc3ccccc3)n2)cc1	-25.1	.	.	0.1	-1.7	-5.4	4.5	-14.4
O=C(N/C(=C/c1cccnc1)C(=O)N1CCOCC1)c1ccccc1Br	-1.2	.	.	0.1	2.1	-13.0	.	-3.2
CO[C@H]1CN(C)C(=O)c2ccc(NS(=O)(=O)c3ccccc3)cc2OC[C@@H](C)N(Cc2nccs2)C[C@@H]1C	-0.7	-5.2	8.0	0.1	-2.4	6.8	-2.1	-20.5
CO[C@@H]1CN(C)C(=O)c2cc(NC(C)=O)ccc2OC[C@H](C)N(CC2CCCCC2)C[C@@H]1C	1.0	8.7	-4.0	-0.1	.	.	-13.9	15.9
CCOC(=O)CN1CC23C=CC(O2)C(C(=O)NCCc2ccccc2)C3C1=O (stereo unspecified)	-2.8	2.8	2.8	-0.1	1.3	-6.0	-2.7	-9.2
O=C(Cn1c(=O)n(CCC(=O)N2CCCCC2)c(=O)c2sccc21)NCc1ccccc1	-0.3	16.3	3.1	0.0	-1.5	2.0	-6.8	19.5
O=C(NCC(Cl)c1ccc2ccccc2c1)c1c(F)cccc1F (stereo unspecified)	-0.6	14.1	7.0	0.0	3.0	8.0	1.9	-12.7
COCC(=O)N(C)C[C@@H]1Oc2cc(-c3ccccc3)ccc2S(=O)(=O)N([C@H](C)CO)C[C@H]1C	1.5	0.5	-5.3	0.0	-1.7	-0.3	-9.0	16.1
CC(C)NC(=O)Nc1ccc2c(c1)C(=O)N([C@H](C)CO)C[C@H](C)[C@@H](CN(C)S(=O)(=O)c1cccs1)OCCCC[C@H](C)O2	-1.8	-5.1	-1.7	-0.1	1.5	-59.5	-5.5	-1.4
CC(C)(C)C(CO)NC(=O)c1ccc[nH]1 (stereo unspecified)	1.0	-9.0	2.1	0.1	2.3	-8.0	-3.7	-1.2
Cc1cccc2nc(-c3ccccc3)nc(N3CCC(O)(c4ccc(Cl)cc4)CC3)c12	.	-3.8	-2.4	.	.	.	-9.4	-9.2
Cn1c(CNC(=O)c2ccc(Cl)cc2)nnc1SCC(=O)NC1CCCC1	-1.1	11.8	-6.7	-0.1	-1.2	-8.2	0.1	-4.0
COc1ccc2c3c([nH]c2c1)[C@H](CO)N(C(=O)c1ccc(F)cc1)CC31CCN(C(=O)Nc2ccc(F)cc2)CC1	-1.4	.	.	0.4	-1.2	1.2	.	-16.3
CCn1c(C)nnc1SCC(=O)Nc1ccc(C(C)=O)cc1	2.8	1.1	-7.9	0.0	-1.4	-12.7	0.7	-3.4
CCOc1ccc2nc(SCC(=O)Nc3nonc3C)[nH]c2c1	-1.4	.	.	0.0	-3.5	-25.4	.	10.9

# A second format for 2 compounds above:
COc1ccc2c3c([nH]c2c1)[C@H](CO)N(C(=O)c1ccc(F)cc1)CC31CCN(C(=O)Nc2ccc(F)cc2)CC1
- CFTR F508del cor: -1.4
- RAD54 branch: .
- esBAF inh: .
- XiGFP reactiv: 0.4
- ERAP1 HTS inh: -1.2
- RAD52 anneal inh: 1.2
- ARNT TACC3 PPI: .
- GSIS activator: -16.3

CC(C)NC(=O)Nc1ccc2c(c1)C(=O)N([C@H](C)CO)C[C@H](C)[C@@H](CN(C)S(=O)(=O)c1cccs1)OCCCC[C@H](C)O2
- CFTR F508del cor: -1.8
- RAD54 branch: -5.1
- esBAF inh: -1.7
- XiGFP reactiv: -0.1
- ERAP1 HTS inh: 1.5
- RAD52 anneal inh: -59.5
- ARNT TACC3 PPI: -5.5
- GSIS activator: -1.4

# Further records follow.
canonical_smiles	CFTR F508del cor	RAD54 branch	esBAF inh	XiGFP reactiv	ERAP1 HTS inh	RAD52 anneal inh	ARNT TACC3 PPI	GSIS activator
O=c1c2ccccc2ncn1-c1ccccc1[N+](=O)[O-]	0.1	-6.3	-5.9	-0.1	-3.7	-18.2	-1.9	0.3
O=C(CCc1ccc(S(=O)(=O)N2CCOCC2)cc1)N/N=C/c1cccc(O)c1	-2.5	.	4.2	0.0	-6.6	-9.6	-4.6	1.7
CCCCN1C(=O)CC(Sc2ncccc2C(=O)O)C1=O (stereo unspecified)	-1.1	11.1	12.3	0.3	9.7	-7.6	-11.4	14.2
CCC1=Nc2cc(C(=O)O)ccc2Sc2ccc(Cl)cc21	-1.7	6.4	5.3	0.2	-1.2	-11.1	3.8	28.0
N#Cc1cccc(-c2ccc3c(c2)[C@@H]2[C@@H](CCN2S(=O)(=O)c2ccc(F)cc2)[C@@H](CO)N3)c1	1.5	0.5	0.2	0.1	-2.2	-23.1	5.5	1.5
NC1=NC[C@@H](Cc2ccc(O)cc2)N1CCc1cccc2ccccc12	3.6	14.3	3.2	0.1	2.3	16.1	0.7	23.2
CCCCOc1ccc(Cc2n[nH]c(=S)n2N)cc1	.	2.3	2.3	.	.	.	-5.3	20.0
Cc1cccc(C(=O)Nc2ccc3c(c2)C(=O)NC3=O)c1	-1.5	0.2	35.5	-0.1	-5.6	-7.5	-0.5	4.1
COc1ccc2[nH]c(C(=O)O)c(CCNC(=O)/C=C/c3ccc(O)c(OC)c3)c2c1	-3.1	2.8	-9.8	-0.1	2.0	-11.8	0.4	-0.1
N#CCOC(=O)c1c2c(nc3ccccc13)CCC2	0.4	4.2	-3.0	0.0	-1.2	-17.9	0.3	0.1
COc1ccccc1-n1cnc2cc(C(=O)NCC3CCCO3)ccc21 (stereo unspecified)	.	-0.1	-14.8	.	.	.	0.4	-6.0
COc1cccc(C(=O)NCCS(=O)(=O)N2CCN(C(=O)c3ccco3)CC2)c1	3.0	-1.8	3.8	-0.1	0.4	-5.7	-5.4	33.0
